TEAD-YAP inh: TEAD-YAP interaction inhibition, primary screen, TEAD-YAP interaction inhibitor project, luminescence, HEK-TIYL cells; TEAD-Gal4/YAP UAS-luciferase luminescence; inhibition, % at 9.12 µM; hit rate 1.4% among 640,000; AID 1259422, 2018; in the data active = inhibition above about 32%;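 also: 0% = median of test compound wells and 100% = reference inhibitor wells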
FBW7 act: FBW7 E3 ligase activators, primary screen, biochemical, AlphaScreen, human | AID 1259310, 2017 | hit rate 0.13% among 650,000 | AlphaScreen FBW7–phospho-cyclin E peptide binding, activator screen | normalized activity (activation), % at 26.1 µM; in the data active = normalized activity above about 1.9%;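 also: purified mutant Fbw7 with reduced substrate affinity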
Target sequence (Q969H0 whole entry, looked up): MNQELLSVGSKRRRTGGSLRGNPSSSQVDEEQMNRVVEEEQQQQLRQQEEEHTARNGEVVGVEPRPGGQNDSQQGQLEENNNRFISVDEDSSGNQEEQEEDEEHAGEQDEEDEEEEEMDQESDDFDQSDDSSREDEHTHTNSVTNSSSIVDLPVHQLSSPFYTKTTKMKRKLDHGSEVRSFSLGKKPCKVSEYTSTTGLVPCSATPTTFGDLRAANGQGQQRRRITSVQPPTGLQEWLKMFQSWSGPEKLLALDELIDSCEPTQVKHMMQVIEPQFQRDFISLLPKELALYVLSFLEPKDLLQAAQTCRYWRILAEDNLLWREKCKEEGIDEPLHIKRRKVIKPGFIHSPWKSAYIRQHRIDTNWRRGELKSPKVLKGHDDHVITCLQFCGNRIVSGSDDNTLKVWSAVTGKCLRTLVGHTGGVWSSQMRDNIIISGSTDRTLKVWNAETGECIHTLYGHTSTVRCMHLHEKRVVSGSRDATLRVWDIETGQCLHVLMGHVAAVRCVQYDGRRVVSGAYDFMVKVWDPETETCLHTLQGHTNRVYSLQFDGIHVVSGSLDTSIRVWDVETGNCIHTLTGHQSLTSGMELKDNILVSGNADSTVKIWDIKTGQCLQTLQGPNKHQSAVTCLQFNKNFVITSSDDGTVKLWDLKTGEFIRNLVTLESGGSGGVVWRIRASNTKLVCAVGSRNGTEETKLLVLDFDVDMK
GPR151 activ: activators of human GPR151, primary screen, cell-based, PathHunter beta-arrestin, luminescence; AID 1508602, 2020; hit rate 1% among 650,000; PathHunter beta-arrestin GPR151 cells; G-protein coupled receptor 151 (Homo sapiens), Q8TDV0; activation, % at 11.2 µM; in the data active = activation above about 4.9%;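 also: 0% = median of compound wells and 100% = cells with positive control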
Target sequence (Q8TDV0 whole entry, looked up): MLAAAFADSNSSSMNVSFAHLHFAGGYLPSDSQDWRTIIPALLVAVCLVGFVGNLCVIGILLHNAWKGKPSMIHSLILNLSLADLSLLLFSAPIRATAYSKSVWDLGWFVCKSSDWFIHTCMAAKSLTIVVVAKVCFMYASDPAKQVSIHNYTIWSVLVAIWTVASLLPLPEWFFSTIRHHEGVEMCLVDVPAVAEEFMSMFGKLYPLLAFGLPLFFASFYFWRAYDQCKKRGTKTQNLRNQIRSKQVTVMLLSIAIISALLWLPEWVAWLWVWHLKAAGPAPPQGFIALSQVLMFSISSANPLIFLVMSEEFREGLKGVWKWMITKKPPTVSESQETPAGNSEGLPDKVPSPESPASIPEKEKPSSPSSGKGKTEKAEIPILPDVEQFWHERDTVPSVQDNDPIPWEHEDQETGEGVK
MITF inh: MITF inhibitors, primary screen, biochemical, AlphaScreen, human; Microphthalmia-associated transcription factor (Homo sapiens), O75030; AlphaScreen MITF homodimerization, bead proximity signal; inhibition, % at 2.6 µM; hit rate 0.91% among 650,000; in the data active = inhibition above about 50%;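 also: 0% = vehicle wells with protein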
Active calls of the source: *.

Structure | TEAD-YAP inh | FBW7 act | GPR151 activ | MITF inh
CCOC(=O)c1c(C)oc2ccc(N(C(=O)c3ccccc3)S(=O)(=O)c3ccc(Br)cc3)cc12 | -21.6 | -0.1 | -0.3 | -3.4
CC(CCc1ccccc1)NC(=O)CN1C(=O)c2ccccc2S1(=O)=O (stereo unspecified) | 13.5 | -0.1 | 2.0 | 4.2
COc1cc(NC(=O)COc2ccc(Cl)cc2C)ccc1NC(=O)C(C)C | -0.6 | -0.2 | 0.0 | 15.2
O=C(Cc1coc2ccc3ccccc3c12)NCc1ccccn1 | -13.2 | -0.1 | -0.5 | -15.6
COc1ccc(C(=O)ON2C(=O)c3cccc4cccc(c34)C2=O)cc1 | -13.5 | 0.2 | -0.7 | 5.5
COc1ccc(-c2ccc(C(=O)NCCN(C(C)C)C(C)C)s2)cc1 | 4.1 | 0.2 | -1.5 | 17.6
COc1ccc(Br)cc1/C=C/C(=O)NCC(C)(C)N1CCOCC1 | -7.4 | 0.0 | -1.0 | 3.6
CC(C(=O)NC1CCCC1)N(c1ccccc1)S(C)(=O)=O (stereo unspecified) | 7.6 | 0.1 | 1.2 | -2.5
COc1ccccc1C1CCCN1C(=O)Cn1nnnc1CN(C)C(C)C (stereo unspecified) | -1.1 | 0.0 | 3.6 | 1.7
COc1ccccc1NC(=O)c1sc2ncn(CC(=O)N3CCC(C)CC3)c(=O)c2c1C | 2.3 | 0.3 | -0.1 | -5.0
COc1cccc(OCC(O)CNCc2cc3ccc(Cl)cc3n(C)c2=O)c1 (stereo unspecified) | -0.8 | -0.1 | -0.8 | -15.2
O=C(Nc1cccc(-c2cn3ccccc3n2)c1)c1ccc([N+](=O)[O-])cc1 | -14.5 | 0.0 | 0.7 | 14.1
CCOc1cc(/C=C2\SC(=S)N(NC(=O)c3ccc(O)cc3)C2=O)ccc1O | -4.6 | -0.2 | -0.4 | 1.1
O=S(=O)(NCCc1csc(-c2ccc(Cl)cc2)n1)c1ccccc1 | -2.9 | -0.1 | 0.5 | -0.8
O=C(Nc1nc(-c2csc(NC(=O)c3cccs3)n2)cs1)c1cccs1 | 10.1 | 0.1 | -0.6 | -23.7
Fc1cccc2sc(Nc3nc(-c4ccccn4)cs3)nc12 | 50.2* | -0.5 | 7.6* | 19.2
Cc1ccc(S(=O)(=O)N2CCN3C(=O)[C@H](Cc4ccccc4)NC(=O)[C@H]3C2)cc1 | 3.7 | 0.0 | -1.0 | -8.2
COc1ccc(-n2c(SC)nc3c(sc(=S)n3-c3ccccc3)c2=O)c(OC)c1 | -7.2 | 0.0 | -0.6 | -10.8
CN(Cc1nc(-c2ccccn2)no1)S(=O)(=O)c1ccccc1 | -16.9 | 0.3 | 4.5 | 3.3
CCC(C)NC(=O)CN(Cc1ccc(Cl)cc1)S(=O)(=O)c1ccccc1 (stereo unspecified) | 2.5 | 0.2 | 2.6 | -3.5
Cn1ncc([N+](=O)[O-])c1C(=O)N1CCOCC1 | -3.6 | -0.2 | -1.1 | 10.4
CCOC(CNC(=O)c1c(O)nc2cc(C)ccn2c1=O)OCC | -0.4 | 0.0 | 0.6 | 6.2
Cc1ccc(-c2cc(-c3ccco3)c(C#N)c(SCC(=O)Nc3ccc(C)cc3C)n2)cc1 | 10.9 | 0.1 | 0.0 | 11.6
CCOc1ccc(N2CC(C(=O)Nc3ccc(Br)cc3CC)CC2=O)cc1 (stereo unspecified) | -0.1 | 0.0 | 4.9* | 3.9
CCCOC(=O)C1=C(C)NC2=C(C(=O)CC(c3ccc(OC)c(OC)c3)C2)C1c1ccc(Cl)c(Cl)c1 (stereo unspecified) | -2.7 | -0.1 | 0.6 | 3.1
Cc1cc(C(=O)NCc2ccco2)c2ccccc2n1 | 8.3 | 0.0 | 0.5 | 6.5
COCCn1nnnc1C(c1ccccc1)N1CCN(c2ccccc2F)CC1 (stereo unspecified) | 3.8 | 1.3 | -1.3 | 14.5
COc1ccc([N+](=O)[O-])cc1N=Cc1ccc(C#N)cc1 | 1.1 | 0.5 | 5.1* | -6.1
Cn1c(Nc2nc(C(=O)NCCCN3CCCC3=O)cs2)nc2ccccc21 | 12.0 | 0.1 | -0.4 | 11.4
COc1cc(NC(=O)c2ccc(Cl)cc2[N+](=O)[O-])c(OC)cc1Cl | -3.9 | -0.1 | 0.6 | -3.6
COc1ccc(-c2nnc(NC(=O)c3ccc(F)cc3)s2)cc1 | 6.5 | 0.1 | 0.5 | 12.1
O=C1N[C@@H](Cc2c[nH]c3ccccc23)C(=O)N2CCN(Cc3ccc(Cl)s3)C[C@H]12 | 1.6 | 0.0 | 1.6 | 16.4
Cc1ccc(C(=O)N[C@H](C(=O)NCc2ccccc2)C(C)C)cc1 | -0.7 | 0.1 | 1.1 | 10.6
Cc1ccc(NC(=O)c2ccc(CNc3c(N4CCCC4)c(=O)c3=O)cc2)cc1 | -3.6 | -0.1 | 2.0 | -2.0
Cn1c(=O)c2c(nc(Cl)n2CC(=O)NC(C)(C)C)n(C)c1=O | 15.2 | 0.1 | 0.3 | 1.4
CC(C)CCNC(=O)CCc1nnc(COc2ccccc2)o1 | -2.7 | 0.0 | 0.4 | 10.1
COc1ccc(C(=O)CSc2ncccn2)cc1 | -56.5 | 0.5 | -1.4 | -0.2
COc1ccc2oc(=Nc3ccc(C(=O)O)cc3)c(C(=O)Nc3cccc(C(F)(F)F)c3)cc2c1 | 9.5 | 0.7 | -0.9 | 10.7
CCn1nnc(NC(=O)c2ccc(-c3ccccc3[N+](=O)[O-])o2)n1 | -28.3 | -0.2 | -0.5 | 2.1
O=C1OCc2cc(-n3[nH]nnc3=S)ccc21 | 0.8 | -0.3 | -1.6 | 7.4
O=C(O)CCC(=O)N(CCc1ccccc1)C1CC(=O)N(c2ccc(F)cc2)C1=O (stereo unspecified) | -0.8 | 0.0 | -0.8 | 1.3
CC1Sc2cc(S(=O)(=O)CCC(=O)Nc3ccc(F)c(Cl)c3)ccc2NC1=O (stereo unspecified) | -7.0 | 0.0 | 0.5 | -11.5
N#Cc1cnn(-c2ncnc3c2cnn3-c2ccccc2)c1N | -6.9 | -0.1 | 1.0 | -0.4
NS(=O)(=O)c1ccc(NCc2ccccc2OCc2ccccc2F)cc1 | -6.9 | 0.4 | 2.5 | 24.6
COC(=O)c1ccc2c(c1)C(=O)N(c1cccc(O)c1)C2=O | 1.4 | -0.1 | -1.9 | 11.6
Cc1ccc(-c2c(C(=O)Nc3ccccc3)c(C)[nH]c(=S)c2C#N)o1 | 6.6 | -0.1 | 0.8 | 16.4
C#CCN1CCC(N(C)C(C)c2cccs2)CCC1=O (stereo unspecified) | -1.4 | 0.2 | -0.3 | 5.1
CCOc1ccccc1NC(=O)CN(c1cc(C(F)(F)F)ccc1Cl)S(C)(=O)=O | -6.1 | -0.1 | -0.3 | 7.2
CCn1nnc(NC(=O)c2ccc(C)c([N+](=O)[O-])c2)n1 | -17.5 | -0.1 | 1.2 | -7.1
Cn1c2sc3c(c2c(=O)n2nnnc12)CC(C)(C)OC3 | -2.1 | -0.2 | 0.3 | 1.3

Other results follow:
Structure | TEAD-YAP inh | FBW7 act | GPR151 activ | MITF inh
Cc1cc(Cl)nc(Cl)c1C(=O)N1CCOCC1 | 4.0 | 0.1 | -1.0 | 35.4
Cc1ccc(C(=O)Nc2cccc(C(=O)N/N=C/c3ccccc3O)c2)cc1 | -11.7 | -0.1 | 1.2 | 2.1
O=C(CSc1ncn[nH]1)Nc1ccc(Cl)c(Cl)c1 | 20.5 | 0.0 | 0.2 | 1.3
COc1ccccc1N(CC(=O)N1CCC(C)CC1)S(=O)(=O)c1ccc(C)cc1 | 8.7 | -0.1 | -1.0 | 8.4
COc1cc(C(=O)NC(C)CCc2ccccc2)cc(OC)c1OC (stereo unspecified) | 1.9 | 0.4 | 0.8 | 3.7
CCN(C(=O)COc1ccc(C)nc1[N+](=O)[O-])C1CCS(=O)(=O)C1 (stereo unspecified) | 16.2 | 0.0 | -0.5 | 0.5
COC(=O)c1c(NC(=O)c2cccc(OC)c2)sc2c1C(C(=O)OC)CC2 (stereo unspecified) | -3.7 | 0.0 | -1.3 | 8.2
CC(C)N(CCNc1ncnc2nc(Nc3nccc4ccccc34)[nH]c12)C(C)C | -2.6 | -0.1 | 6.1* | 9.5
C=CCN1C(=O)c2oc3ccccc3c(=O)c2C1c1cccc([N+](=O)[O-])c1 (stereo unspecified) | -7.5 | -0.2 | 5.8* | -18.8
S=C(Nc1ccccc1)Nc1cccc(CCc2ccccn2)c1 | -15.8 | 0.0 | -1.4 | -12.6
COCc1cc(C)nc(NCc2ccc(C)cc2)c1C#N | 0.0 | 0.0 | -0.9 | 11.1
COc1ccc(OCC2c3cc(OC)c(OC)cc3CCN2C(=O)c2cc([N+](=O)[O-])ccc2Cl)cc1 (stereo unspecified) | -13.1 | -0.3 | 0.9 | 1.7
Cc1ccc(Cn2c(=O)n(CC3CCC(C(=O)NCc4ccco4)CC3)c(=O)c3sccc32)cc1 (stereo unspecified) | 0.5 | 0.1 | 0.3 | 2.2
Cc1cccc(OCc2nn3c(C4COc5ccccc5O4)nnc3s2)c1 (stereo unspecified) | 1.8 | 0.1 | -1.4 | 8.9
O=C(Nc1ccc(Br)cc1Br)C(c1ccccc1)c1ccccc1 | 5.7 | 0.2 | 1.6 | 5.1
COc1cc2c(cc1OC)C(CC(=O)Nc1ccccc1)C(=O)NN=C2C (stereo unspecified) | -2.1 | 0.0 | 0.1 | -6.6
O=C(COc1coc(CN2CCN(c3ccccc3F)CC2)cc1=O)NC1CCCCC1 | 6.5 | -0.1 | -1.4 | -2.1
CCOC(=O)C1=C(C)N=c2s/c(=C\c3c(F)cccc3Cl)c(=O)n2C1c1cccc([N+](=O)[O-])c1 (stereo unspecified) | 3.9 | 0.2 | 0.0 | 7.0
COC(=O)CSC1=C(C#N)C(c2ccccc2Cl)C(C(=O)Nc2ccccc2)=C(C)N1 (stereo unspecified) | -2.7 | -0.1 | 0.7 | 0.6
O=C(COc1ccc(Br)cc1)Nc1ccc(N2CCCC2)cc1 | -1.8 | -0.1 | 0.0 | 11.2

The last 2 entries of the part before lead into the next:
Structure | TEAD-YAP inh | FBW7 act | GPR151 activ | MITF inh
COC(=O)CSC1=C(C#N)C(c2ccccc2Cl)C(C(=O)Nc2ccccc2)=C(C)N1 (stereo unspecified) | -2.7 | -0.1 | 0.7 | 0.6
O=C(COc1ccc(Br)cc1)Nc1ccc(N2CCCC2)cc1 | -1.8 | -0.1 | 0.0 | 11.2
C=CCOC(=O)C1=C(C)NC(SCC(=O)Nc2cc(C)ccc2C)=C(C#N)C1c1ccccc1OC (stereo unspecified) | -2.4 | -0.1 | -0.8 | -3.7
CCOc1cc(S(=O)(=O)N2CCN=C2Cc2ccccc2)ccc1F | 7.2 | 0.1 | 0.5 | 1.2
COCCN(CCOC)S(=O)(=O)c1ccc(C(=O)Nc2nc3c(Cl)cccc3s2)cc1 | 7.4 | 0.4 | -0.1 | 17.2
O=C(N/N=C/c1ccc(O)cc1)c1n[nH]c2c1CCC2 | 58.7* | 0.0 | -4.3 | -12.6
CCOC(=O)C1=C(C)NC(=O)NC1c1cc(C(C)(C)C)c(O)c(C(C)(C)C)c1 (stereo unspecified) | 4.7 | 0.3 | 0.0 | 4.3
O=C(CCc1ccccc1)NNS(=O)(=O)c1ccc([N+](=O)[O-])cc1 | 5.3 | -0.2 | -0.6 | 1.3
CCOC(=O)C1=C(C)N=c2s/c(=C\c3ccc(-c4ccc(C)cc4Br)o3)c(=O)n2C1c1ccc2c(c1)OCO2 (stereo unspecified) | -25.1 | 0.0 | -0.1 | -8.0
O=c1oc(-c2ccco2)nc2ccc(Cl)cc12 | -2.8 | -0.1 | -5.5 | 4.7
CC(C)c1nc(N2CCN(C(=O)CCCl)CC2)c2c3c(sc2n1)CCCC3 | 13.2 | -0.1 | 0.1 | 5.3
N#CC1=C(N)Oc2[nH]c(=O)[nH]c(=O)c2C1c1cccc(F)c1 (stereo unspecified) | 20.6 | -0.7 | 1.1 | 13.9
CCOc1ccc(S(=O)(=O)NCC(c2ccco2)S(=O)(=O)c2ccc(C)cc2)cc1 (stereo unspecified) | 0.0 | 0.3 | 8.4* | 11.2
O=C(NCc1ccc(F)cc1)C1C2C=CC3(CN(Cc4ccccc4Cl)C(=O)C13)O2 (stereo unspecified) | -1.2 | -0.1 | -1.5 | -11.1
O=C(COc1ccc(Cl)cc1Cl)Nn1c(C2CCCCC2)nc2ccccc2c1=O | 4.5 | -0.1 | 2.5 | -1.5
Cc1ccc(C2=NC(c3ccc(C)cc3)NC(c3ccccc3O)C2)cc1 (stereo unspecified) | -41.9 | 0.0 | 0.8 | 11.9
O=C(Nc1c2c(nn1-c1ccc(F)cc1)CSC2)c1ccccc1F | -2.9 | -0.1 | 0.0 | 0.3
Cc1ccnc(NS(=O)(=O)c2ccc([N+](=O)[O-])cc2)n1 | -20.9 | -0.1 | 7.5* | -2.6
COc1cc(N2C(=O)CCC2=O)ccc1NC(=O)Cc1ccccc1 | 2.5 | 0.0 | -2.1 | 0.0
NC(=O)Cn1c(=O)n(CCCCCC(=O)NCc2ccc(F)cc2)c(=O)c2sccc21 | -6.2 | 0.3 | -2.2 | 21.1
C=CCOc1ccc(C2/C(=C(\O)c3ccc(OCC)c(C)c3)C(=O)C(=O)N2c2nc(C)c(C(=O)OC)s2)cc1 (stereo unspecified) | -1.9 | 0.0 | -0.4 | 1.5
CC(=O)N(CCC(c1ccccc1)c1ccco1)Cc1ccccc1 (stereo unspecified) | 7.1 | 0.0 | -1.3 | 14.1
Cc1c(NC(=O)c2cnn3c(C(F)(F)F)cc(-c4ccco4)nc23)c(=O)n(-c2ccccc2)n1C | 6.6 | -0.1 | -0.6 | -8.6
CCCOC(=O)C(=O)NNc1ccccc1 | -1.2 | -0.1 | -0.2 | -1.3

Bioassay records (PubChem)
